# Assay outcomes deposited in PubChem BioAssay by Broad Institute.
# DENV2 CPE rescue – inhibitors of DENV2 cytopathic effect, primary screen, cell-based, plate reader, single concentration; DENV2-infected cells, cytopathic effect rescue; CPE inhibition, % at 9.99 µM; 350,000 compounds, 1.7% hits; AID 651640, 2012; in the data active = CPE inhibition above about 20%, passing the limit was not always enough; inconclusive = no clear call, values can overlap the other calls; tested in BHK-21 cells;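 also: 0% = median of neutral control wells and 100% = median of positive control wells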
# miR122 inh – miR-122 Renilla sensor signal increase in Huh7, primary screen, miR-122 inhibitor project, cell-based, single point, plate reader; Huh7 miR-122 Renilla luciferase sensor, 48 h; neutral wells = 0, positive control = 100; AID 602342, 2012; 340,000 compounds, 0.3% hits; activation (reporter increase), % at 12.5 µM;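 active = mean replicate activation score at least 90 and every replicate individually at or above 90; inconclusive = only one of the two criteria met; inactive = neither criterion met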;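 also: higher luciferase means less miR-122 activity so hits act as miR-122 inhibitors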
# CFTR F508del cor – F508del CFTR correction, initial screen, CFBE line, single point | CFBE cells, YFP halide quenching; stimulated with forskolin plus potentiator P3; % fluorescence drop versus neutral controls | activity (quench increase), % at 7.58 µM | 350,000 compounds, 0.36% hits | AID 720511, 2013;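 active = mean added fluorescence quench of at least 8% versus neutral control, with both replicates also reaching 8%; inconclusive = only one of the mean or replicate conditions met; inactive = mean below 8% and not both replicates reaching 8%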;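 also: cells transiently co-express mutant CFTR-F508del with the halide-sensitive YFP; corrector assay measuring rescue of mutant channel to the surface after 24 h compound exposure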
# PAX8 inh HTS – inhibitors of PAX8-driven TPO luciferase reporter, primary screen, RMG-I cells, single concentration | SteadyGlo, 24 h | inhibition, % at 12.6 µM | 360,000 compounds, 1.2% hits;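 active = mean replicate inhibition at least 60% with every replicate also reaching 60%; inconclusive = only one of the two criteria is met; inactive = mean below 60% and not all replicates reaching 60%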;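 also: luciferase light reporting Pax8 driven TPO promoter activity; plate controls were median of neutral control wells for no effect and mitoxantrone controls for full effect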
# EWS-Fli inh – EWS/Fli-driven NR0B1 reporter inhibitors, primary screen, A673 cells, NR0B1 luciferase, luminescence, MLPCN library | 350,000 compounds, 0.67% hits | inhibition, % at 12.6 µM | viability-normalised;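 active = mean inhibition of at least 50% after viability correction, with every replicate also passing that limit; inconclusive = mean reaches 50% but only one of two replicates passes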;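 also: firefly luciferase signal divided by Alamar Blue viability fluorescence both relative to DMSO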
# INS-1E GSIS act – GLuc luminescence reporter in INS-1E cells, primary screen for activators of glucose-dependent secretion of insulin; INS-1E GLuc reporter insulin secretion, 2-3 h; activation, % at 16.6 µM; 370,000 compounds, 0.61% hits; AID 743287, 2014;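 active = lowest replicate activation of at least 40%, so every replicate reaches that level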;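 also: 0% = median of neutral control wells and 100% = median of IBMX positive control wells; some compounds called inactive have numbers as strong as hits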
# FN deposit inh – inhibitors of fibronectin matrix deposition, primary screen, AH1F cells, Alexa488-fibronectin fluorescence, plate reader | 350,000 compounds, 0.086% hits | inhibition, % at 12.6 µM | AH1F fibroblasts, overnight;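 active = mean inhibition across replicates of 30% or more, regardless of how many single replicates reach that level; inconclusive = mean under 30% yet at least half of replicates reach 30%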;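 also: positive control wells lacked labelled fibronectin entirely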
#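 Assay system: AH1F fibroblasts / Quantity: 10000 cells per well / Medium: DMEM plus 2% serum, read in PBS / Reagent: labelled fibronectin 24 nM / Dosing: single dose, pinned / Times: 1 h cell attachment, overnight exposure to compound and label / Signal: fluorescence, ex 485 nm, em 525 nm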
# * marks the source's active call; other numbers are inactive results; ? = inconclusive; nt = not tested or not shown; [ ] = remark or other dose. No enrichment for hits. About 3.9% of those tested had a hit in this group.
SMILES,DENV2 CPE rescue,miR122 inh,CFTR F508del cor,PAX8 inh HTS,EWS-Fli inh,INS-1E GSIS act,FN deposit inh
O=C(O)c1cc(NS(=O)(=O)c2ccc(N3CCCCC3)c([N+](=O)[O-])c2)cc(C(=O)O)c1,nt,-6,nt,-6,nt,3,2
COc1cccc(NC(=O)CN(C)CC(=O)NCc2ccc3c(c2)OCO3)c1,7,-1,-2.5,-15,5,3,0
CCC(=O)N1[C@@H]2Cn3c(ccc(-c4ccccc4)c3=O)[C@H]1[C@@H](C(=O)N1CCc3ccccc3C1)[C@@H]2CO,11,-4[16.7 µM],2.4,nt,-4,-8,nt
Cc1ccc(C)c(-c2cc(C(=O)NCc3cccs3)c3ccccc3n2)c1,nt,-2,0.7,nt,6,-10,nt
COCC(=O)N1[C@H](CO)[C@H]2c3ccccc3N(C)C[C@H]21,-4,0[16.7 µM],1.6,2,-2,-5,-8
COc1ccccc1Cc1noc(C(C)(C)NC(=O)c2ccccc2)n1,nt,-5,nt,nt,nt,9,2
COc1ccc(NC(=O)N2CCCc3ccccc32)c(OC)c1,-4,-10,1.0,-107,-8,6,9
CCCC(=O)N1CCCC(c2nc(-c3cccc(OC)c3)no2)C1 (stereo not drawn),5,nt,2.2,-103,-37,2,2
O=[N+]([O-])c1ccc2c(c1)ncn2CCc1ccccc1,1,-1,-0.4,-19,1,9,-11
CC(C)c1ccccc1NC(=O)Nc1ccc2c(c1)OCO2,12,nt,0.8,-8,-10,-11,2
C[C@H](CO)N1C[C@H](C)[C@@H](CN(C)C(=O)CN2CCOCC2)Oc2cc(C#Cc3cccc(F)c3)ccc2S1(=O)=O,14,-1[16.7 µM],-0.6,nt,2,-6,-4
O=C(c1cccnc1)N1CC(=O)N2[C@H](CO)[C@H](c3ccc(C#CCC4CCCC4)cc3)[C@@H]2C1,-5,nt,-1.1,13,-3,-12,nt
CCCS(=O)(=O)NC(=O)C1(C)CCCN(C(=O)c2cc(C(C)(C)C)nn2C)C1 (stereo not drawn),16,0,-0.9,-10,-5,-1,nt
O=C(CSc1nc2[nH]c(=O)cc(O)c2s1)NCCc1ccccc1,-7,-8,-1.1,4,2,-6,6
CCOC(=O)c1c(/N=C/c2cc([N+](=O)[O-])ccc2O)sc(C)c1C,-10,6,nt,-18,0,-10,-11
O=C(O)c1ccccc1C(=O)N1N=C2/C(=C/c3cccc([N+](=O)[O-])c3)CCCC2C1c1cccc([N+](=O)[O-])c1 (stereo not drawn),-15,nt,1.7,-42,-3,-15,3
C[C@@H]1CN([C@@H](C)CO)C(=O)c2cc(NC(=O)c3ccncc3)ccc2O[C@@H]1CN(C)S(=O)(=O)c1ccccc1,-1,15[16.7 µM],-2.0,-6,5,13,nt
Cn1c(C(=O)Nc2ccc3c(c2)OCO3)cc2sccc21,nt,3,nt,nt,nt,-5,-4
CC(=O)c1cccc(NC(=O)CSc2nc3ccccc3c(=O)n2CCCN2CCOCC2)c1,5,-4,1.9,18,-2,2,8
CCn1c(SCC(=O)Nc2nonc2C)nnc1-c1ccoc1C,nt,-2,nt,2,nt,nt,-13

# Quoted from the listing.
# `O=C(c1cccnc1)N1CC(=O)N2[C@H](CO)[C@H](c3ccc(C#CCC4CCCC4)cc3)[C@@H]2C1` | INS-1E GSIS act: -12
# `O=C(CSc1nc2[nH]c(=O)cc(O)c2s1)NCCc1ccccc1` | miR122 inh: -8
# `CCn1c(SCC(=O)Nc2nonc2C)nnc1-c1ccoc1C` | FN deposit inh: -13

# (more compounds)
SMILES,DENV2 CPE rescue,miR122 inh,CFTR F508del cor,PAX8 inh HTS,EWS-Fli inh,INS-1E GSIS act,FN deposit inh
O=C(COc1ccc([N+](=O)[O-])cc1)Nc1nc(-c2ccccn2)cs1,1,8,-1.0,26,14,28,6
Cc1cc2c(Nc3ccc(O)cc3)ncnc2s1,1,-4,0.5,-20,12,-3,4
NC(=O)NCc1ccccc1F,-2,-5,-1.9,5,-2,-5,7
Cc1cc(Cl)ccc1NC(=S)NCC(O)c1ccccc1 (stereo not drawn),-7,20,1.3,11,-9,-6,11
O=C(N/N=C\C=C\c1ccc(Br)cc1)c1ccc2c(c1)OCO2,3,-5,2.1,-22,-6,6,-1
COc1ccc(OCC(=O)Nc2c(C)ccc3nsnc23)cc1,-1,nt,-3.8,4,-3,2,-1
COCC(=O)Nc1ccc2c(c1)C(=O)N(C)[C@@H]1CC[C@H](CC(=O)Nc3cn(C)nc3C)O[C@H]1CO2,-1,-38[16.7 µM],-0.1,3,2,7,-6
CCC(=O)N(C)C[C@@H]1Oc2ncc(C#C[C@H](C)O)cc2C(=O)N([C@@H](C)CO)C[C@@H]1C,4,1[16.7 µM],-3.5,-26,-8,25,nt
O=S(c1ccccc1O)S(=O)c1ccccc1O (stereo not drawn),-5,-5,0.6,-5,3,nt,-1
O=[N+]([O-])c1ccc(N2CCCCC2)cc1SCCO,12,nt,2.0,8,3,8,-5
Cc1ncc(CN2CCCC(C(=O)Nc3ccc(-c4ccco4)cc3)C2)cn1 (stereo not drawn),9,2,-1.0,17,nt,1,-9
COc1ccc(CN(C(=O)CNC(=O)c2ccco2)C(C(=O)NCC2CCCO2)c2ccccc2)cc1 (stereo not drawn),9,nt,4.6,0,4,12,1
C[C@H]1CN([C@@H](C)CO)S(=O)(=O)c2ccc(C#CC3CCCC3)cc2O[C@@H]1CN(C)C(=O)Nc1cc(F)ccc1F,17,77[16.7 µM],1.8,39,-1,-29,nt
COC(=O)c1ccc(NC(=O)CN(c2ccc(C)cc2)S(=O)(=O)c2c(C)n[nH]c2C)cc1,nt,3,nt,12,nt,nt,3
CCn1c(SCC(=O)N(C)C2CCCCC2)nc2cc(S(N)(=O)=O)ccc21,-3,-5,-0.6,-8,-4,nt,9
CCOC(=O)Cc1csc(NC(=O)Nc2ccc(C)cc2)n1,0,nt,-1.4,-4,1,-8,11
COc1ccc(S(=O)(=O)N[C@H]2CC[C@@H](CCn3cc(-c4ccccc4F)nn3)O[C@H]2CO)cc1,15,nt,-2.1,9,7,-4,2
Cc1c(Cc2ccccc2)[n+](=O)c2ccccc2n1[O-],2,nt,-1.2,6,-3,nt,-1
COc1ccc(OCc2nnc(SCC(=O)N3c4ccccc4Sc4ccc(Cl)cc43)o2)cc1,nt,3,nt,-7,nt,nt,6
O=C(O)c1ccccc1NCc1cccnc1,2,3,2.4,2,11,13,4
COc1ccc(C2C(C#N)=C(N)Oc3cc(O)ccc32)cc1C (stereo not drawn),15,-4,-1.6,22,20,-20,-16
C[C@H](NC(=O)OCc1ccccc1)C(=O)NNC(=O)[C@H](C)NC(=O)OCc1ccccc1,0,-5,-0.9,4,0,-3,-5
COc1cc(OC)cc(-c2sc3ccc(OC)cc3c2C#CC(C)(C)O)c1,nt,6,1.5,1,6,-9,-12
S=C(NCCN1CCOCC1)NC1CCCCC1,-1,nt,0.4,-21,2,nt,5
CN(C)C(=O)[C@H]1[C@H](CO)[C@H]2Cn3c(ccc(C4=CCCC4)c3=O)[C@@H]1N2CCC(F)(F)F,1,nt,-4.4,1,7,0,nt
CCN(C(=O)COC(=O)COc1ccc2c(c1)CCC2)c1c(N)n(Cc2ccccc2)c(=O)[nH]c1=O,10,-2,-0.9,-8,-1,-13,1
COc1ccc(CCNCC(=O)Nc2ccc(OC(F)(F)F)cc2)cc1OC,1,0,-0.3,6,4,-8,0
CN(C)c1ccc(C=NCCC2(O)CCOC(C)(C)C2)cc1 (stereo not drawn),nt,-5,nt,-8,nt,nt,4
COCc1ccc(C(=O)OC(C)C(=O)Nc2c(C)n(C)n(-c3ccccc3)c2=O)cc1 (stereo not drawn),8,2,2.5,0,-2,7,3
C[C@H](O)C#Cc1cnc2c(c1)C(=O)N([C@H](C)CO)C[C@@H](C)[C@@H](CN(C)Cc1cncnc1)O2,1,-5[16.7 µM],0.5,-3,-6,7,nt
O=C(CN1CCN(S(=O)(=O)c2ccc(Br)s2)CC1)NCC1CCCCC1,?,3,4.4,17,0,-9,nt
COc1cccc(NC(=O)N[C@@H]2CC[C@@H](CC(=O)N3CCCCC3)O[C@H]2CO)c1,?,nt,2.2,-7,3,12,nt
O=C(COC(=O)c1ccccc1F)Nc1ccc2c(c1)OCCO2,-2,-4,-0.6,-13,-13,2,3
CC(C)CCOc1ccc(/C=C2\CCn3c2nc2cc(C(=O)O)ccc2c3=O)cc1,-7,0,0.0,-8,10,1,-5
Cc1c(Cc2ccccc2)c(=O)oc2cc(OCc3ccc(C(=O)O)cc3)ccc12,2,nt,-0.4,-15,2,7,2
CCCC#Cc1ccc2c(c1)O[C@H](CN(C)S(C)(=O)=O)[C@H](C)CN([C@@H](C)CO)S2(=O)=O,7,20[16.7 µM],0.2,nt,2,-9,-18
Cc1ccc(S(=O)(=O)Nc2ccc3c(c2)C(=O)N([C@@H](C)CO)C[C@@H](C)[C@@H](CN(C)Cc2ccncc2)OCCCC[C@H](C)O3)cc1,1,-6[16.7 µM],-1.5,-4,2,-25,3
Cc1[nH]c2ccccc2c1C(=O)CSc1n[nH]c(N)n1,-6,nt,-1.4,-4,-23,29,0
CS(=O)(=O)c1ccc(Cl)c(C(=O)NC2CCSc3ccccc32)c1 (stereo not drawn),6,-3,-2.0,14,0,3,9
O=C(/C=C/c1ccc(F)cc1)N1CCN(S(=O)(=O)/C=C/c2ccccc2)CC1,6,nt,3.2,-3,8,7,nt
Cc1ccc(C)c(-n2c(-c3ccc(Br)cc3)csc2=NC(=O)c2ccccc2F)c1,-1,nt,1.3,25,14,-24,-14
Cc1ccc(-n2c(N)c(Br)c(=O)[nH]c2=O)cc1C,-8,2,2.6,1,5,5,-3
Cc1ccc(S(=O)(=O)N[C@H]2CC[C@@H](CCn3cc(-c4cccc(F)c4)nn3)O[C@@H]2CO)cc1,?,nt,-1.3,31,14,-12,6
COc1ccc(NC(=O)CNc2cccc(S(=O)(=O)N3CCCCCC3)c2)c([N+](=O)[O-])c1,-5,9,1.4,6,4,nt,-1
CSc1cccc(NC(=O)NNC(=O)C2CCN(S(=O)(=O)N(C)C)CC2)c1,-2,-3,2.1,0,4,53,-1
COc1ccc2[nH]c3c(c2c1)CCN1C(=O)N([C@@H](C)C(=O)NC2CCCCC2C)C(=O)[C@]31C (stereo partly drawn),48*,1,0.6,nt,7,nt,nt
COc1ccc(-c2nnc(SCC(=O)c3cc(C)n(Cc4cccs4)c3C)o2)cc1,nt,-2,nt,-2,nt,nt,-2
O=C(CSc1nnnn1-c1ccccc1F)NNC(=O)c1ccco1,-3,nt,-0.2,10,6,-9,-6
Cc1cccc(NC(=S)NC(C)(C)CC(C)(C)C)c1,1,nt,-4.4,-12,12,-26,nt
CCn1c(CNC(=O)c2ccc(OC)c(OC)c2)nnc1SCC(=O)Nc1ccc(OC)cc1,nt,-2,nt,nt,nt,-1,10
# Next structures follow:
SMILES,DENV2 CPE rescue,miR122 inh,CFTR F508del cor,PAX8 inh HTS,EWS-Fli inh,INS-1E GSIS act,FN deposit inh
O=C(NCCCSc1ccccc1)c1cccnc1,-6,nt,-3.3,-10,9,3,0
CCOC(=O)C1=CCN(S(=O)(=O)c2ccc(Cl)cc2)C1c1cccc(F)c1 (stereo not drawn),-9,nt,-0.7,10,-2,-14,2
CC(C)N1C(=O)NC2(c3ccccc3)N(C)C(=O)N(C)C12c1ccccc1 (stereo not drawn),nt,-2,nt,4,nt,37,2
COc1ccccc1-c1sc2cc3c(cc2c1-c1ccc2c(c1)OCO2)OCO3,-7,nt,-3.4,5,-23,5,6
